APP 5UTR inh = APP translation inhibition; SH-SY5Y APP 5'UTR-luciferase reporter, luminescence; inhibition, % at 2 µM; 0.82% of 190,000 active; AID 1285;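 active = inhibition above a set limit, derived from the sample mean plus 3 SD, cut at about 45% in these data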; note: values of inactives mirror those of a sister screen read the other way
Hsp70 act = transcriptional activators of Hsp70; HeLa Hsp70 promoter luciferase reporter, luminescence; scaled: vehicle 0, proteasome-inhibitor control 100%; activation, % at 10 µM; AID 1203; 0.04% of 200,000 active;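 active = activation above the mean across all tested compounds plus 3 SD, cutoff set per campaign, cut at about 5.5% in these data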;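 note: 100% = MG132 at 30 µM as the positive control and 0% = DMSO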
STAT3 act = STAT3 signaling activation | U3A cells, IL-6 STAT3-luciferase reporter, luminescence; 100% = signal with IL-6 EC80 alone | activation (% of control), % at 5.6 µM | 0.91% of 190,000 active | AID 871;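 active = activation above the screen-wide mean of compound activation plus 3 SD, cut at about 130% in these data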;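 note: 0% = background luminescence of wells with medium and substrate only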
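Detection: reporter luminescence signal / Assay system: STAT1-lacking human U3A cells, STAT3 luciferase reporter / Incubation: compound pre-incubation 1 h before IL-6, then 6 h stimulation at 37 °C / Control set: IL-6-only high control / Read-out: % activation relative to IL-6 control / Probe or stimulus: Interleukin-6, 33 ng/mL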
STAT1 act = activators of IFN-gamma induced STAT1 signaling; NIH 3T3 STAT1-luciferase reporter, luminescence; 100% = IFN-gamma alone, no compound; activation (% of control), % at 5.5 µM; 2.6% of 200,000 active; AID 932;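 active = activation above the screen-wide mean activation plus 3 SD, cut at about 130% in these data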;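 note: raw ratio to IFN-gamma control signal so 100% means no change and 0% no light; values of inactives mirror those of a sister screen read the other way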
G6PDH CS = inhibits Leuconostoc G6PDH, flagging false hits in G6PDH-based assays; inhibition, % at 5 µM; Purified L. mesenteroides G6PDH, diaphorase/resazurin coupled fluorescence, 45 min; AID 1020; 0.12% of 200,000 active; in the data active = inhibition above about 50%
STAT3 blocker = inhibitors of IL-6 induced STAT3 signaling | U3A cells, IL-6 STAT3-luciferase reporter, luminescence; host cell line lacks STAT1 | inhibition, % at 5.5 µM | 0.89% of 190,000 active;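 active = inhibition above the mean inhibition across all screened compounds plus 3 SD, cut at about 44% in these data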;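 note: 0% = DMSO only wells and 100% = 100 µM nifuroxazide control wells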
TLR4-MyD88 BLA = inhibitors of human TLR4-MyD88 binding; HeLa CL3-4 TLR4/MyD88 BLA complementation, FRET ratio; AID 861; inhibition, % at 8.4 µM; 0.18% of 200,000 active; O00206+Q99836; in the data active = inhibition above about 25%;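 note: 0% = vehicle and 100% = reference inhibitor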
Target sequence (O00206 whole entry, looked up): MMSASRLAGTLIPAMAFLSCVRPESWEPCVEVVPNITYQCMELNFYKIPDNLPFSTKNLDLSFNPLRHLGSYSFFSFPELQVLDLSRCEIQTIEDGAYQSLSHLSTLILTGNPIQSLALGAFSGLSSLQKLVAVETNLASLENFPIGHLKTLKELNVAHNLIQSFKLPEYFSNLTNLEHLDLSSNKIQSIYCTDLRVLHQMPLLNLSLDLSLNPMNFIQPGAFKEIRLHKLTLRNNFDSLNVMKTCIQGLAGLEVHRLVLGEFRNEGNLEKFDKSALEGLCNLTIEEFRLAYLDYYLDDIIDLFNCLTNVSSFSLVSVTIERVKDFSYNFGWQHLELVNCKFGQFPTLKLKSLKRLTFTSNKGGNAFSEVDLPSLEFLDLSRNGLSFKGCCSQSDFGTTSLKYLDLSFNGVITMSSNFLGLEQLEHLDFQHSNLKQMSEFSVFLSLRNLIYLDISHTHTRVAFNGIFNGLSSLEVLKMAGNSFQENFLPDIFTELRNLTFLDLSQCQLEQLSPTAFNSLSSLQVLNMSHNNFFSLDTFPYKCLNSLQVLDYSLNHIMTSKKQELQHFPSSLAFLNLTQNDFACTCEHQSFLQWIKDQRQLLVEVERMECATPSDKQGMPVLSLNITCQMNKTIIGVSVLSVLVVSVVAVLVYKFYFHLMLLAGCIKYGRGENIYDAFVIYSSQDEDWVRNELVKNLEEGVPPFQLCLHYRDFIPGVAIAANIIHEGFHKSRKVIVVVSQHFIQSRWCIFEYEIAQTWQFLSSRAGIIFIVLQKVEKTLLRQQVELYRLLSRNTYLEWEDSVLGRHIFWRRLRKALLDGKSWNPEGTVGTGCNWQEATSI
Target sequence (Q99836 whole entry, looked up): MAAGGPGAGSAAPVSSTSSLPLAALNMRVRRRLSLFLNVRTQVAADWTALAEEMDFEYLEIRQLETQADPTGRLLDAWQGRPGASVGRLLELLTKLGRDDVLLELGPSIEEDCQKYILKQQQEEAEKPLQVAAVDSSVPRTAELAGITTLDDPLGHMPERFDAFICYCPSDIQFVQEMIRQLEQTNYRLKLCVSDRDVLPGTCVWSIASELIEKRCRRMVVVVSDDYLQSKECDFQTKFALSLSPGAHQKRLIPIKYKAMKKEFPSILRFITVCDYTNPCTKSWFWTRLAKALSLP
Diaph act CS = counter-screen for diaphorase-based assays: diaphorase activators and chemical reducers. 0.005% of 190,000 active. activation factor at 20 µM. Diaphorase/resazurin coupled assay, resorufin fluorescence, 16 min; hits give high values; 1 = vehicle wells, 0 = NADH-free wells. AID 1229;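 active = diaphorase activity raised at least twofold by the compound at 20 µM; inactive = activation factor below 2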
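Assay system: Purified diaphorase enzyme from Clostridium kluyveri | Amount: Enzyme 0.07 U/mL final | Dosing: Compound 20 µM once, DMSO 1% | Timing: 16 min reaction at room temperature | Detection: Fluorescence, excitation 544 nm and emission 590 nm | Evaluation: Higher resorufin formation from activation or reduction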
STAT1 inh = reduces IFN-gamma driven STAT1 reporter signal | NIH 3T3 STAT1-luciferase reporter, luminescence | inhibition, % at 5.5 µM | 0.35% of 200,000 active | AID 920;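 active = inhibition above a set limit, the mean inhibition across all tested compounds plus 3 SD, cut at about 34% in these data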;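 note: 0% = IFN-gamma with DMSO and 100% = IFN-gamma with 300 µM nifuroxazide; values of inactives mirror those of a sister screen read the other way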
Diaphorase inh = counter-screen for diaphorase-based assays: diaphorase inhibitors and chemical oxidizers. diaphorase resazurin-to-resorufin fluorescence, NADH, 16 min; bacterial (C. kluyveri) enzyme, not human. inhibition, % at 20 µM. 0.69% of 190,000 active. AID 1217;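 active = primary screen inhibition at 20 µM above a set limit, cut at about 50% in these data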;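 note: plate controls were DMSO with full reaction for no effect and wells lacking NADH for full effect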
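material = Clostridium kluyveri diaphorase enzyme | amount = 0.14 U/mL diaphorase, enzyme working solution | schedule = incubation 16 min, room temperature | detection = fluorescence of resorufin formed from resazurin, Ex 544/Em 590 nm | benchmarks = positive control minus NADH, DMSO neutral control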
* = called active by the depositor; · = not tested or not shown.

1: O=C(N/N=C/c1ccco1)c1cc(Br)ccc1OCc1ccccc1
2: Cc1ccn2c(C(=O)c3ccc(Cl)cc3)cnc2c1
3: Cc1cccc(NC(=O)c2cnc3sccn3c2=O)c1C
4: CN(C1CCCCC1)S(=O)(=O)c1cccc(C(=O)OCC(=O)NC2CCCc3ccccc32)c1 (centres undefined)
5: CC(=O)N1N=C(c2ccc3nccnc3c2)CC1c1ccccc1 (centres undefined)
6: CCOc1ccc(-c2ccc(SCC)nn2)cc1
7: COc1ccc(N=C2S/C(=C\c3ccc(C)s3)C(=O)N2CC(C)C)cc1
8: Cc1cccc(-c2nc3ccccc3c(=O)n2NC(=O)c2cccs2)c1
Screen / compound no. | 1 | 2 | 3 | 4 | 5 | 6 | 7 | 8
STAT1 inh | 0 | -50 | -40 | 4 | -2 | 23 | 9 | 1
TLR4-MyD88 BLA | 5 | 4 | -13 | 14 | 9 | -13 | -16 | -12
Hsp70 act | -0.2 | 1.0 | -0.1 | -0.1 | 0.2 | -0.3 | -0.4 | -0.4
STAT3 blocker | 10 | 34 | 8 | 2 | 14 | 72* | 3 | 11
G6PDH CS | -25 | 1 | -28 | 12 | 3 | 8 | 12 | -13
APP 5UTR inh | 6 | -165 | -49 | -5 | 14 | -167 | 16 | 4
Diaphorase inh | 3 | 10 | 17 | 24 | 9 | 15 | 13 | 10
STAT1 act | 100 | 146* | 136* | 97 | 102 | 78 | 92 | 99
Diaph act CS | 1 | 0.9 | 0.8 | 0.8 | 0.9 | 0.9 | 0.9 | 0.9
STAT3 act | 92 | 75 | 97 | 102 | 97 | 42 | 99 | 90

9: Cc1nc(NC(=O)C23CCC(C)(C(=O)O2)C3(C)C)sc1C (centres undefined)
10: O=C(c1ccc(C(F)(F)F)cc1)C1CCCN(C(=O)CN2CCCC2=O)C1 (centres undefined)
11: O=C(c1ccc(-n2cnnn2)cc1)N1CCOCC1
12: CC(=O)c1nc(N2C(=O)CC(Cc3ccc(C)cc3)C2=O)sc1C (centres undefined)
13: O=C(CCCc1nc2ccccc2s1)NC(c1ccccc1)c1ccccc1
14: Cc1ccc(S(=O)(=O)N2CCN(c3ccccc3)CC2)cc1C(N)=O
15: Cc1ccn2c(-c3n[nH]c(=S)n3C)c(C)nc2c1
16: CC(C)C1C(C#N)=C(N)Oc2n[nH]c(-c3cccs3)c21 (centres undefined)
Screen / compound no. | 9 | 10 | 11 | 12 | 13 | 14 | 15 | 16
STAT1 inh | -1 | -7 | 9 | 6 | -4 | 8 | -3 | 11
TLR4-MyD88 BLA | -8 | -2 | 2 | -12 | -18 | -6 | -5 | -10
Hsp70 act | -0.4 | 0.3 | -0.1 | -0.4 | -0.1 | 0.1 | -0.1 | 0.1
STAT3 blocker | -7 | 11 | -4 | 10 | 4 | 0 | -2 | 19
G6PDH CS | 4 | 5 | 5 | 0 | -5 | 8 | 9 | 1
APP 5UTR inh | 8 | -20 | -15 | -1 | -6 | 8 | -4 | -7
Diaphorase inh | 22 | 8 | 11 | 13 | 6 | 21 | 10 | 30
STAT1 act | 101 | 105 | 91 | 95 | 104 | 93 | 102 | 90
Diaph act CS | 0.8 | 0.9 | 0.9 | 0.9 | 0.9 | 0.8 | 0.9 | 0.7
STAT3 act | 106 | 94 | 104 | 96 | 98 | 109 | 102 | 86

17: COc1ccccc1NC(=O)c1ccc2c(c1)nnn2C
18: OCCC1CN(Cc2ccsc2)CCN1C1CCCC1 (centres undefined)
19: CN(C)/C=C/C(=O)c1ccc(S(=O)c2ccccc2)cc1 (centres undefined)
20: S=C(Nc1ccc(Cl)cc1)c1nc2ccccc2s1
21: Cc1ccc(NCc2n[nH]c(=S)n2-c2ccccc2)cc1
22: CCCC1CCC(=C(C#N)C(N)=O)CC1 (centres undefined)
23: CCOC(=O)C1Cc2ccccc2CN1 (centres undefined)
24: CCc1ccc(N2C(=O)C3C4CCC(C4=C(C)C)C3C2=O)cc1 (centres undefined)
Screen / compound no. | 17 | 18 | 19 | 20 | 21 | 22 | 23 | 24
STAT1 inh | -1 | -7 | -1 | -31 | 4 | -5 | -2 | -4
TLR4-MyD88 BLA | 5 | 0 | -6 | 16 | 6 | 5 | 3 | -1
Hsp70 act | -0.1 | -0.1 | 0.3 | 0.1 | -0.1 | -0.1 | 0.0 | -0.2
STAT3 blocker | 13 | -9 | 5 | -23 | 6 | 2 | 2 | -2
G6PDH CS | 5 | 19 | -1 | 7 | -4 | -1 | 0 | 10
APP 5UTR inh | -1 | -10 | -10 | -65 | -8 | 3 | 9 | 8
Diaphorase inh | 3 | 3 | 13 | 14 | 20 | 1 | 6 | -6
STAT1 act | 100 | 105 | 101 | 128 | 95 | 104 | 102 | 103
Diaph act CS | 1 | 1 | 0.9 | 0.9 | 0.8 | 1 | 0.9 | 1.1
STAT3 act | 90 | 112 | 100 | 123 | 98 | 98 | 101 | 104

Looked up above.
Result for `OCCC1CN(Cc2ccsc2)CCN1C1CCCC1` (centres undefined) under APP 5UTR inh: -10
Result for `CN(C)/C=C/C(=O)c1ccc(S(=O)c2ccccc2)cc1` (centres undefined) under STAT1 inh: -1

(continued)
25: CCCC(=O)Nc1nc2ccc(OCC)cc2s1
26: CCCCCCN1C=C/C(=C\C=C(C#N)C#N)c2ccccc21
27: O=C(Nc1ccccc1)NC1CC2CCC(C1)N2Cc1nnnn1Cc1ccc2c(c1)OCO2 (centres undefined)
28: CC(C)CC(NC(=O)c1cccc(Cl)c1)C(=O)O (centres undefined)
29: Cc1ccc(S(=O)(=O)N2CCCN(S(=O)(=O)c3ccc4c(c3)OCCO4)CC2)cc1
30: Cc1noc(/C=C/c2cccs2)c1S(=O)(=O)N1CCC(C(=O)NCCCN2CCCC(C)C2)CC1 (centres undefined)
31: COc1ccc([N+](=O)[O-])cc1NC(=O)C(C)Sc1nc(-c2ccccc2)cs1 (centres undefined)
32: Cc1cc(NC(=O)CCC(=O)N(CC(=O)NC2CCCC2)Cc2ccc3c(c2)OCO3)no1
Screen / compound no. | 25 | 26 | 27 | 28 | 29 | 30 | 31 | 32
STAT1 inh | -55 | -10 | 9 | -1 | 6 | -7 | -7 | -5
TLR4-MyD88 BLA | 3 | 1 | 11 | -10 | 0 | 10 | 2 | -4
Hsp70 act | 0.6 | -0.3 | -0.3 | 0.1 | -0.4 | 0.0 | -0.1 | -0.3
STAT3 blocker | 4 | -4 | 0 | 6 | 8 | 5 | -10 | 1
G6PDH CS | -12 | -24 | 14 | 10 | 4 | 3 | 8 | 11
APP 5UTR inh | -95 | 17 | -19 | -14 | -7 | -10 | -10 | -15
Diaphorase inh | 2 | 23 | 8 | 19 | 15 | -2 | 19 | 15
STAT1 act | 150* | 109 | 91 | 100 | 94 | 107 | 106 | 103
Diaph act CS | 1 | 0.8 | 0.9 | 0.8 | 0.8 | 1 | 0.8 | 0.9
STAT3 act | 101 | 99 | 100 | 105 | 97 | 101 | 104 | 101

The closing four entries of the section before are carried over, then new ones follow.
29: Cc1ccc(S(=O)(=O)N2CCCN(S(=O)(=O)c3ccc4c(c3)OCCO4)CC2)cc1
30: Cc1noc(/C=C/c2cccs2)c1S(=O)(=O)N1CCC(C(=O)NCCCN2CCCC(C)C2)CC1 (centres undefined)
31: COc1ccc([N+](=O)[O-])cc1NC(=O)C(C)Sc1nc(-c2ccccc2)cs1 (centres undefined)
32: Cc1cc(NC(=O)CCC(=O)N(CC(=O)NC2CCCC2)Cc2ccc3c(c2)OCO3)no1
33: COc1ccc(C(=O)Nc2cc([N+](=O)[O-])ccc2N2CCN(C)CC2)cc1
34: O=C(NCc1ccco1)c1ccc([N+](=O)[O-])o1
35: O=C(Nc1cccn2ncnc12)c1ccc(Cl)cc1Cl
36: Cc1ccc(C2NC(=O)NC3=C2CCc2ccccc23)cc1 (centres undefined)
37: COc1ccc(NC(=O)N(Cc2cccnc2)Cc2ccccc2Cl)c(OC)c1
38: COC(=O)c1cc2ccsc2n1CC(=O)N1CCCc2ccccc21
39: Cc1[nH]c2ccccc2c1SCC(=O)N1CCCc2ccccc21
40: CCOC(=O)C1CCCN(CCC(=O)Nc2cc(C)ccc2C)C1 (centres undefined)
Screen / compound no. | 29 | 30 | 31 | 32 | 33 | 34 | 35 | 36 | 37 | 38 | 39 | 40
STAT1 inh | 6 | -7 | -7 | -5 | 5 | 4 | 10 | 13 | 1 | -4 | -4 | -5
TLR4-MyD88 BLA | 0 | 10 | 2 | -4 | 10 | 12 | 5 | 9 | 3 | 3 | 2 | -2
Hsp70 act | -0.4 | 0.0 | -0.1 | -0.3 | -0.1 | -0.2 | -0.2 | 0.3 | -0.3 | -0.3 | -0.5 | 0.2
STAT3 blocker | 8 | 5 | -10 | 1 | -6 | 6 | 22 | -34 | 9 | -5 | 17 | 5
G6PDH CS | 4 | 3 | 8 | 11 | 0 | 4 | 7 | 3 | · | 15 | -15 | 14
APP 5UTR inh | -7 | -10 | -10 | -15 | 20 | 10 | 4 | -80 | -8 | 9 | -19 | 1
Diaphorase inh | 15 | -2 | 19 | 15 | 8 | -3 | 7 | 32 | · | 8 | 25 | 8
STAT1 act | 94 | 107 | 106 | 103 | 96 | 97 | 91 | 89 | 99 | 103 | 103 | 103
Diaph act CS | 0.8 | 1 | 0.8 | 0.9 | 0.9 | 1 | 0.9 | 0.7 | · | 0.9 | 0.8 | 0.9
STAT3 act | 97 | 101 | 104 | 101 | 109 | 97 | 83 | 134* | 96 | 110 | 90 | 99

41: N#Cc1c(-c2ccccc2)ccn(Cc2ccccc2Cl)c1=O
42: Cc1ccc(C(=O)Oc2cc(N)n(S(=O)(=O)c3ccc(C)cc3)n2)cc1
43: CCOc1cc(CNc2ccc(OC)cc2)cc(Br)c1OCC(=O)NC(C)(C)C
44: COc1c(C)cccc1C(=O)NC(=S)Nc1ccc2c(c1)Cc1ccccc1-2
45: CC(=O)Nc1ccc(NC(=O)CSc2nnc(-c3ccc(NS(C)(=O)=O)cc3)n2C)cc1C
46: O=C(Nc1ccc(Cl)cc1)Nc1nnc(Cc2ccc([N+](=O)[O-])cc2)s1
47: COc1ccc(NS(=O)(=O)c2cc(OC)ccc2NC(=O)c2cc(C)oc2C)cc1
Screen / compound no. | 41 | 42 | 43 | 44 | 45 | 46 | 47
STAT1 inh | -7 | 10 | 7 | 6 | -7 | -3 | -3
TLR4-MyD88 BLA | -1 | 13 | 8 | -2 | -6 | 13 | 9
Hsp70 act | -0.1 | -0.2 | -0.1 | 0.0 | -0.2 | -0.2 | -0.5
STAT3 blocker | -11 | -17 | 8 | 8 | 4 | -3 | 6
G6PDH CS | 11 | -2 | 3 | 6 | 0 | 19 | 9
APP 5UTR inh | -9 | 5 | 12 | 3 | 6 | -5 | 54*
Diaphorase inh | 10 | 17 | 28 | 19 | 6 | -1 | 22
STAT1 act | 106 | 89 | 94 | 95 | 105 | 102 | 103
Diaph act CS | 0.9 | 0.8 | 0.7 | 0.8 | 0.9 | 1 | 0.8
STAT3 act | 115 | 126 | 97 | 96 | 101 | 102 | 100
